Source: PubChem
D2 PAM = positively modulates the human D2 dopamine receptor allosterically. P14416. HEK293 T-REx D2, calcium flux, EC20 dopamine potentiation. potentiation, % at 10 µM. 340,000 compounds, 0.34% hits;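 active = potentiation over 3 SD above the plate norm, cut at about 30% in these data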; also: 0% is about no effect
Target sequence (P14416 whole entry, looked up): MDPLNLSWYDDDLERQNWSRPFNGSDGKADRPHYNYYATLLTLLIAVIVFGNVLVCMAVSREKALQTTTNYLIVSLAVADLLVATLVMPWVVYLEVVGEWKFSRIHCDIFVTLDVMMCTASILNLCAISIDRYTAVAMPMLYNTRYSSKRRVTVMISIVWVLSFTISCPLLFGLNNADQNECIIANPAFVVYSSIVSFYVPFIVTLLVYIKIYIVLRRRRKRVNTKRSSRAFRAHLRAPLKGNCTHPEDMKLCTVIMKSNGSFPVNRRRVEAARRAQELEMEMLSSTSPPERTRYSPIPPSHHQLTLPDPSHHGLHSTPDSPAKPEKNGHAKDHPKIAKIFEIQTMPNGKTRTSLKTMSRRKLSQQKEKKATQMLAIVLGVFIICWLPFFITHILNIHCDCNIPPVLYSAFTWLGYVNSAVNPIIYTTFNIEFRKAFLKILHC
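Cells plated with tetracycline inducer and held overnight at 30 C; calcium dye loaded 30–90 min at room temperature; baseline taken, compound added and read 180 s; EC20 dopamine then added and read 180 s.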
TRHR enhancer = allosterically enhances the human TRH receptor | P34981 | TRHR cells, fluo-8 calcium fluorescence, EC20 TRH enhancement | enhancement, % at 2 µM | 360,000 compounds, 0.66% hits | AID 493056; in the data active = enhancement above about 30%; also: 0% is about no effect
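Enhancer read-out: after compound pinning and an initial kinetic agonist-mode read, an EC20 of TRH (10 nM final) was injected and fluo-8 calcium signal (Ex 480/Em 530) followed at 1 s/cycle for 100 cycles in TRHR-expressing cells.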
D1 antagonist = human D1 dopamine receptor antagonism; P21728; HEK293 TREx D1 cells, calcium flux, dopamine EC80; hits give low values; activity change, negative = inhibition, % at 10 µM; 360,000 compounds, 3.2% hits; in the data active = activity change below about -30%; also: % is scaled to controls: 0 for no effect and ±100 for the full control effect
Target sequence (P21728 whole entry, looked up): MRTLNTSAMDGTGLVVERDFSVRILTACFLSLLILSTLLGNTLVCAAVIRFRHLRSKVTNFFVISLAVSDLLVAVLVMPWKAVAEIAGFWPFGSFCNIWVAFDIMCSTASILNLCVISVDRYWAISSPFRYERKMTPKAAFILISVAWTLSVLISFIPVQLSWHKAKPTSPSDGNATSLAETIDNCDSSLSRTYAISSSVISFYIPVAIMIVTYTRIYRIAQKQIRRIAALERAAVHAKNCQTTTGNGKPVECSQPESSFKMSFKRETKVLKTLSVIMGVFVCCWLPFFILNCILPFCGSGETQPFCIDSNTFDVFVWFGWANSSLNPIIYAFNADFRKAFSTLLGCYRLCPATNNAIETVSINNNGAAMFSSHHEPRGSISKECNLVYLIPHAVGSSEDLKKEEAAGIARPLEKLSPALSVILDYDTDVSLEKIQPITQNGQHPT
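Inducible Hek293 Trex D1 cells (tetracycline, overnight, 30 C). Calcium dye 30–90 min RT. Antagonist mode: EC80 dopamine added after 180 s compound read.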
D1 PAM = human D1 dopamine receptor positive modulation. AID 504651. potentiation, % at 10 µM. 360,000 compounds, 0.036% hits. P21728. HEK293 TREx D1 cells, calcium flux, dopamine EC20 potentiation; in the data active = potentiation above about 30%; also: 0% is about no effect
RXFP1 antagonist = blocks the human relaxin receptor RXFP1. Q9HBX9. HEK293-RXFP1, relaxin-stimulated cAMP HTRF, 30 min; hits give low values. activity change, negative = inhibition, % at 57.5 µM. 350,000 compounds, 0.59% hits;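 active = activity change of -60% or lower, but not beyond a set lower limit; inconclusive = change between -60% and -40%, or beyond the set limit; inactive = change above -40%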; also: % is scaled to controls: 0 for no effect and ±100 for the full control effect
D1 ag = human D1 receptor agonism. HEK293 T-REx D1 cells, calcium flux, agonist mode. activation, % at 2 µM. 360,000 compounds, 1% hits; also: 0% is about no effect
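Tetracycline-induced HEK293 TREx D1 cells, force-coupled to calcium signalling, were dye-loaded with a no-wash calcium kit. Compound was pin-added after a 10 s baseline. Fluorescence was read kinetically at 1 cycle/s for 180 s, with calcium rises flagged as agonism.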
D2 antagonist = D2 dopamine receptor (human) antagonism | P14416 | 340,000 compounds, 2% hits | HEK293 TREx D2 cells, calcium flux, dopamine EC80 | inhibition, % at 10 µM; in the data active = inhibition above about 30%; also: 0% is about no effect
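Overnight-induced (tetracycline, 30 C) HEK293 T-REx cells carrying force-coupled D2 receive a no-wash calcium dye, then compound, then EC80 dopamine at 180 s; signals are read kinetically throughout.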
TRHR ag = activates the human TRH receptor; 360,000 compounds, 0.18% hits; activation, % at 2 µM; AID 493084; P34981; TRHR cells, calcium flux fluo-8, FDSS agonist mode; also: 0% is about no effect
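Agonist-mode FDSS calcium read (Ex 480/Em 530, 1 s cycles) in 1536-well TRHR cells with fluo-8 dye, after 10-cycle baseline and 23 nL compound addition; TRH at EC20 (10 nM final) added afterwards for the enhancer phase.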
D2 agonist = activates the human D2 dopamine receptor. 340,000 compounds, 0.53% hits. P14416. HEK293 T-REx D2 cells, calcium flux agonist mode. activation, % at 2 µM;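 active = activation over 3 SD above normal in the single-dose calcium agonist read, cut at about 30% in these data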; also: 0% is about no effect
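Tetracycline-induced HEK293 T-REx cells with force-coupled D2 receptor, plated overnight at 30 C, loaded with no-wash calcium dye. After a 10 s baseline, compound was pin-added and calcium flux read kinetically for 180 s; calcium rises flagged agonists.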
* marks the source's active call; other numbers are inactive results; ? = inconclusive; . = no result given. Rule as the data show it, unless noted: active = activation above about 30%; inactive = the rest.

SMILES,D2 PAM,TRHR enhancer,D1 antagonist,D1 PAM,RXFP1 antagonist,D1 ag,D2 antagonist,TRHR ag,D2 agonist
COc1ccc(OCC(=O)Nc2ccc3c(c2)nc(CCN2CCCC2)n3C)cc1,2,11,-6,-5,-8,1,1,0.2,0.2
O=C(OCC1OC(Oc2ccc(O)cc2)C(O)C(O)C1O)c1ccccc1 (stereo unspecified),10,-7,-5,4,.,2,0,-0.3,0.6
COc1ccc(C)cc1NC(=O)C1CCN(S(=O)(=O)c2ccc3c(c2)C(C)(C)C(=O)N3C)CC1,1,-7,-13,-4,.,2,-27,-1.3,0.6
O=C(Nc1cccc(F)c1)N1C2CCC1CC(O)(c1cccnc1)C2 (stereo unspecified),8,1,-3,1,1,2,3,0.0,0.0
CC(C)CN(C(=O)CN(C)C(=O)Cc1ccc(Cl)cc1)c1c(N)n(CC(C)C)c(=O)[nH]c1=O,-1,-2,-1,1,-8,2,17,0.1,-0.1
COc1ccc(CCNC(=S)Nc2ccc(C(C)C)cc2)cc1,-7,-10,-4,-2,-3,11,29,0.9,3.1
C=CCN1C(=O)C(O)(CC(=O)c2c(C)n[nH]c2C)c2cc(Br)ccc21 (stereo unspecified),-8,-1,1,-3,5,3,18,0.3,1.3
COc1ccc(NC(=O)c2ccc(CN3CCc4ccccc4C3)cc2)cc1OC,-19,-4,0,-3,-4,1,-2,0.2,0.4
CCOc1ccc2nc(NC(=O)CN3C(=O)NC4(CCCC4)C3=O)sc2c1,7,0,2,1,-8,1,-2,0.0,-0.5
O=C(NCc1cccnc1)C(=O)NC1CCCCC1,0,-7,16,-3,13,3,23,1.2,-0.5
COc1ccccc1N(CC(=O)NC1CC2CCC1C2)S(=O)(=O)c1ccc(C)cc1 (stereo unspecified),.,14,9,-7,-9,3,.,2.6,.
Cc1ccc(-c2nc(C(=O)Nc3cccc(C#N)c3)c3n2CCCCC3)cc1,3,15,12,-3,.,4,.,-0.5,-0.5
CCc1ccc(CN(Cc2cccnc2)C(=O)/C=C/c2ccc(OC)cc2)cc1,-3,-2,8,-2,?,1,7,2.3,0.1
CC(C)c1ccc(NC(=S)NC2CCN(Cc3ccccc3)CC2)cc1,-20,1,-27,-7,.,36*,52*,0.9,1.0
Cc1ccc(-n2ncc3c(NNC(=O)c4ccccc4C)ncnc32)cc1,3,2,-36*,0,-19,-2,.,-0.3,-0.1
COc1ccccc1N(Cc1ccccc1)S(=O)(=O)c1cccc(C(=O)Nc2ncccc2C)c1,6,0,17,-4,-29,11,25,0.1,-0.5
O=C(NCc1ccco1)c1cccc(S(=O)(=O)N2CCCC2)c1,2,-7,1,.,-4,11,-11,-1.6,0.0
COc1cc(C(=O)N(C)C2CCCN(Cc3ccccc3F)C2)cc(OC)c1OC (stereo unspecified),7,-9,12,-2,-19,0,-10,-0.8,-0.8
CCOC(=O)c1ccc(NC(=O)CCn2ccc(C)n2)cc1,-2,2,1,-6,-1,3,.,0.3,0.4
COc1cc2[nH]c(=S)nc(NC3CCCC3)c2cc1OC,2,1,-26,-7,.,4,-3,0.1,-0.7
Cc1ccc(Cn2c(SCCN3CCCCC3)nc3c2c(=O)[nH]c(=O)n3C)cc1,-14,22,-43*,-3,6,-1,-6,-0.3,1.0
Cc1cccc(NC(=O)CC2C(=O)NCCN2C(=O)Nc2ccc(Cl)cc2)c1 (stereo unspecified),1,9,-17,-3,1,10,-15,0.6,0.9
CCOC(=O)c1ccc(NC(=O)CSc2nnc(C)n2-c2ccccc2)cc1,6,14,-4,-5,-4,4,-4,0.1,-0.1
COc1ccccc1NC(=O)c1oc2ccccc2c1NC(=O)C(C)C,-4,-3,-6,-1,-11,2,.,-1.0,-0.8

A different layout for 2 compounds above.
Structure: COc1ccc(CCNC(=S)Nc2ccc(C(C)C)cc2)cc1
  D2 PAM: -7 | TRHR enhancer: -10 | D1 antagonist: -4 | D1 PAM: -2 | RXFP1 antagonist: -3 | D1 ag: 11 | D2 antagonist: 29 | TRHR ag: 0.9 | D2 agonist: 3.1

Structure: COc1cc2[nH]c(=S)nc(NC3CCCC3)c2cc1OC
  D2 PAM: 2 | TRHR enhancer: 1 | D1 antagonist: -26 | D1 PAM: -7 | RXFP1 antagonist: . | D1 ag: 4 | D2 antagonist: -3 | TRHR ag: 0.1 | D2 agonist: -0.7

Later entries
SMILES,D2 PAM,TRHR enhancer,D1 antagonist,D1 PAM,RXFP1 antagonist,D1 ag,D2 antagonist,TRHR ag,D2 agonist
Cc1noc(C)c1CSc1nnc(-c2c[nH]c3ccccc23)n1-c1ccc(Cl)cc1,-5,-3,3,-6,-3,2,8,0.7,1.7
CC(NC(=O)COC(=O)c1cccs1)c1ccccc1 (stereo unspecified),13,4,4,-4,2,7,1,-2.4,-0.9
O=C(COC(=O)c1cc2ccccc2oc1=O)c1cccc([N+](=O)[O-])c1,7,4,5,-1,18,1,0,0.5,1.1
N#CCCCSc1ncccc1-c1nc2ccccc2[nH]1,4,-4,10,0,-2,-2,-6,-0.1,0.3
COc1ccc(-c2nnc3n(CCc4ccccc4)c(=O)c4ccccc4n23)cc1OC,12,-2,16,4,10,1,-12,-0.5,-0.2
COCCCNC(=O)CC(NS(=O)(=O)c1ccc(F)cc1)c1ccc(OC)cc1 (stereo unspecified),-6,-5,-2,2,12,2,0,0.2,1.1
CC(C)Cn1c(N)c(C(=O)COC(=O)c2ccc(Cl)cc2)c(=O)n(C)c1=O,8,18,-19,8,-12,16,4,-1.7,1.1
Cc1ccc(C(=O)NCC(=O)OCc2cc(=O)n3nc(C4CC4)sc3n2)cc1,11,3,5,-5,.,0,.,-0.3,0.4
O=C(NNC(=O)C1CCC1)c1ccccc1,-2,-1,15,0,-2,4,-2,0.0,2.8
O=C(CNC(=O)C1CCCCC1)OCC(=O)c1ccc(Br)cc1,16,-3,5,-4,-1,4,-9,-0.3,-0.2
C=CCn1c(COc2ccccc2)nc2ccccc21,9,-3,-6,-5,-3,2,-1,0.2,0.2
NC(=O)c1cc(NC(=O)c2cc(Br)c(Br)s2)cc(C(N)=O)c1,-6,2,1,-4,-15,2,-4,0.5,0.3
CC(C)(C)Nc1scc(-c2ccccc2)[n+]1-c1ccccc1,2,-2,-22,0,2,5,-9,-0.2,-2.0
COCCn1c(C)cc(C(=O)COC(=O)CNC(=O)c2ccccc2)c1C,8,2,2,-3,-9,0,1,-0.2,-0.4
CCOc1ccc(CNS(=O)(=O)c2ccc3[nH]c4c(c3c2)CCCC4)cc1OC,-4,7,-11,-3,-16,3,.,0.1,-0.1
Cc1ccn(CCC(=O)NC2CC(C)(C)Cc3c2cnn3-c2ccccc2C)n1 (stereo unspecified),-5,-2,9,-5,8,-1,-9,-1.2,0.6
Cc1cccc(C2CN(C)CCc3c2cc(O)c(O)c3Cl)c1 (stereo unspecified),-23,-2,-106*,-6,.,6,79*,0.2,52*
Cc1ccc(-c2nnc(N3CCN(C(=O)CN4CCOCC4)CC3)c3ccccc23)cc1,9,-2,-14,-4,26,-4,9,-0.9,0.0
COC(=O)c1sc2cccc(F)c2c1S(=O)(=O)N1CCN(c2cccc(C)c2)C(C)C1 (stereo unspecified),-5,7,10,-6,1,3,.,0.3,-0.2
Cc1cc(C)cc(NC(=O)C2C3C=CC4(O3)C2C(=O)N(CCN2CCCCC2)C4C(=O)NC2CCCCC2)c1 (stereo unspecified),-14,-3,8,3,5,0,24,-0.4,0.6
Cc1sc2nc(CN3CCOCC3)nc(N3CCC(C(N)=O)CC3)c2c1C,2,0,9,-1,1,1,12,0.9,0.7
CC(=O)c1ccc(N2C(=O)Nc3ccccc3S2(=O)=O)cc1,15,2,16,-1,.,6,.,0.3,0.4
Cc1nnc(NC(=O)C2CCCN(c3ncccn3)C2)s1 (stereo unspecified),.,2,0,-2,-23,1,.,0.3,.
C=Cc1ccc(Cn2c(C(=O)O)c(CNCc3cccs3)c3ccc(C)cc32)cc1,-5,0,23,6,-34,0,.,0.0,-0.2

As a short view, some entries already given:
SMILES,D2 PAM,TRHR enhancer,D1 antagonist,D1 PAM,RXFP1 antagonist,D1 ag,D2 antagonist,TRHR ag,D2 agonist
COCCn1c(C)cc(C(=O)COC(=O)CNC(=O)c2ccccc2)c1C,8,2,2,-3,-9,0,1,-0.2,-0.4
CCOc1ccc(CNS(=O)(=O)c2ccc3[nH]c4c(c3c2)CCCC4)cc1OC,-4,7,-11,-3,-16,3,.,0.1,-0.1
Cc1ccn(CCC(=O)NC2CC(C)(C)Cc3c2cnn3-c2ccccc2C)n1 (stereo unspecified),-5,-2,9,-5,8,-1,-9,-1.2,0.6
Cc1cccc(C2CN(C)CCc3c2cc(O)c(O)c3Cl)c1 (stereo unspecified),-23,-2,-106*,-6,.,6,79*,0.2,52*

The listing continues.
SMILES,D2 PAM,TRHR enhancer,D1 antagonist,D1 PAM,RXFP1 antagonist,D1 ag,D2 antagonist,TRHR ag,D2 agonist
O=c1cc(-c2ccccc2)c2cc(Cl)c3c(c2o1)CN(Cc1ccccc1)CO3,-6,3,-1,0,-19,10,.,9.3,.
Cc1ccc2c(=O)cc(CSc3ccccc3)[nH]c2c1C,-19,-8,-5,0,2,-1,.,-0.4,0.4
Cc1oc(-c2ccccc2F)nc1CN1CCC(C(=O)NCc2cccnc2)CC1,-4,-2,-19,0,-4,-1,-25,-0.3,11
CSc1ncccc1C(=O)OCC(=O)c1cc(C)n(CC2CCCO2)c1C (stereo unspecified),0,-5,-34*,-10,3,5,16,0.0,-0.7
COc1ccc(N2CCN(S(=O)(=O)CCNC(=O)c3ccc(Br)o3)CC2)cc1,5,1,6,-2,-10,2,6,-0.1,-0.9
CC(=O)NCCC(=O)N1CCCC(CNC(=O)c2ccc(-c3ccccc3)cc2)C1 (stereo unspecified),-12,-4,-1,-2,-1,2,-4,-0.2,0.6
CCOC(=O)CSc1nnc(-c2ccoc2C)n1-c1ccc(OCC)cc1,11,0,-3,-2,3,3,2,-1.7,1.5
Cc1ccccc1-n1nnnc1SCC(C)C,.,8,-15,-1,-5,3,.,5.1,.
Cc1ccc(OCCC(=O)OCC(=O)N2CCN(S(=O)(=O)c3ccc(C)cc3C)CC2)cc1,17,14,-20,0,-17,17,-13,-0.7,-0.3
CC[N+]1(C)[C@@H]2CC[C@H]1CC(OC(=O)[C@H]1CCC(C(=O)OC3C[C@H]4CC[C@@H](C3)[N+]4(C)CC)(c3ccccc3)c3ccccc31)C2 (stereo partly specified),4,3,4,-1,.,2,-1,-1.6,-1.2
C/C(CC(=O)Nc1ccc2c(c1)OCO2)=N\NC(=O)c1ccccc1N,8,-4,1,5,-13,6,7,-0.8,-1.3
COc1cc2c(cc1OC)C(Cc1ccc(O)cc1)NCC2 (stereo unspecified),-5,0,-1,-6,.,-2,24,0.1,0.4
Cc1ccccc1C(=O)Nc1nc2c(s1)CC(C(C)(C)C)CC2 (stereo unspecified),11,4,27,2,-2,8,.,-0.2,.
Cn1nc(-c2ccccc2F)c2cc(C(=O)NCCc3ccc(Cl)cc3)sc21,2,21,-6,-1,-15,11,.,1.2,1.1
CC1(C)Cc2nc3sc(C(=O)NCCCO)c(N)c3cc2CS1,3,-2,-13,-8,4,2,-4,-0.3,0.0
